# TCR-CD3 inh – human TCR-CD3 binding inhibition; TAMRA-labeled TCR probe fluorescence, biochemical; 360,000 tested, 0.37% active; inhibition, % at 9.4 µM; AID 651800; in the data active = inhibition above about 19%;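 note: recombinant mutant TCR 2C K166C tagged with TAMRA read by polarization; 0% = receptor in buffer alone and 100% = receptor with positive control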
# UHRF1 MBD2 ctr – blocks human UHRF1 binding to methylated DNA | Q96T88 | UHRF1 binding to methylated oligo, TR-FRET | inhibition, % at 4.4 µM | 370,000 tested, 0.75% active | AID 687016; in the data active = inhibition above about 21%;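 note: UHRF1 SRA domain binding a hemimethylated CpG hairpin DNA probe; 0% = median of test compound wells and 100% = reference inhibitor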
# HTRA1 inh – HTRA1 (human) protease inhibition; Q92743; recombinant HTRA1, FP-rhodamine activity-based probe, fluorescence polarization; inhibition, % at 5.96 µM; 340,000 tested, 0.5% active; AID 504803; in the data active = inhibition above about 36%;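 note: 0% = enzyme with DMSO and 100% = wells lacking enzyme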
# PG9 Ab binder – binds the HIV-1 gp120 antibody PG9; inhibition, % at 6.7 µM; TR-FRET gp120-PG9 antibody binding; 360,000 tested, 0.43% active; in the data active = inhibition above about 8.5%
# ABHD4 inh – ABHD4 (mouse) inhibition, primary FP screen | inhibition, % at 8.92 µM | purified mABHD4, FP-Rh probe fluorescence polarization | AID 720543 | Q8VD66 | 370,000 tested, 0.54% active;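 active = inhibition exceeding the mean over every tested compound plus 3 SD, cut at about 30% in these data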;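 note: 0% = plate median of compound wells and 100% = S159A mutant with DMSO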
#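 Assay system: wild-type mouse ABHD4 protein; compound: single nominal dose of 8.92 µM, 0.89% DMSO final; schedule: 45 min + 60 min at 25 °C; measured by: FP readout, ex 525 nm / em 598 nm; evaluation: % inhibition of FP-Rh probe binding versus controls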
# LEDGF integ inh – blocks HIV-1 LEDGF/p75-dependent DNA integration; TR-FRET IN-LEDGF/p75 DNA integration, Eu/Cy5; 370,000 tested, 0.64% active; inhibition, % at 3.7 µM;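 active = inhibition above the screen-wide mean plus 3 SD, cut at about 13% in these data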;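 note: signal is the Cy5 over europium emission ratio at 671 and 618 nm; 0% = plate median of compound wells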
# SIAE primary – human SIAE inhibition, primary screen. Q9HAT2. SIAE FP-Rh probe binding, fluorescence polarization. inhibition, % at 9.66 µM. 370,000 tested, 0.69% active;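 active = inhibition above a cutoff: mean of compounds within the control limits plus 3 SD of those, cut at about 17% in these data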;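 note: 0% = plate median of compound wells and 100% = probe without SIAE protein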
# PRMT1 inh – inhibitors of human PRMT1; Q99873; recombinant PRMT1, activity-based probe fluorescence polarization; inhibition, % at 2.79 µM; 370,000 tested, 1.3% active; AID 652257;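 active = inhibition above about 21% made by adding two undisclosed values, limit read from the data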
# Target sequence (Q99873 whole entry, looked up): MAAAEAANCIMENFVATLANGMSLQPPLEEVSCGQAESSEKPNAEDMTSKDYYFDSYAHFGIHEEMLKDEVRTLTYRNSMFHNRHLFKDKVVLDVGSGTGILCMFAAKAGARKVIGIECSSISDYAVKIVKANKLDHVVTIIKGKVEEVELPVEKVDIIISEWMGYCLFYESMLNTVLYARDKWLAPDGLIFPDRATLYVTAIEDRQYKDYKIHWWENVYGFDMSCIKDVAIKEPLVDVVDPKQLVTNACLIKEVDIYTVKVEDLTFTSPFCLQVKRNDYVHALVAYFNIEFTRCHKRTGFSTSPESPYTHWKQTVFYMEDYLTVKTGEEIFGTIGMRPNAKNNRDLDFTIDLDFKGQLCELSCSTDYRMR
# DDE Tn7 FP inh – DD(E)-Tn7 binding inhibition, primary FP screen. P02675. FP displacement of FITC-Tn7 peptide from fibrin DD(E); 0% = median of compound wells per plate. inhibition, % at 8.3 µM. 370,000 tested, 0.13% active;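 active = inhibition above the mean of compounds falling within the control limits plus 3 SD of them, cut at about 14% in these data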;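 note: 0% = plate median of compound wells and 100% = 10 µM Aha-Tn7 peptide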
# Target sequence (P02675 whole entry, looked up): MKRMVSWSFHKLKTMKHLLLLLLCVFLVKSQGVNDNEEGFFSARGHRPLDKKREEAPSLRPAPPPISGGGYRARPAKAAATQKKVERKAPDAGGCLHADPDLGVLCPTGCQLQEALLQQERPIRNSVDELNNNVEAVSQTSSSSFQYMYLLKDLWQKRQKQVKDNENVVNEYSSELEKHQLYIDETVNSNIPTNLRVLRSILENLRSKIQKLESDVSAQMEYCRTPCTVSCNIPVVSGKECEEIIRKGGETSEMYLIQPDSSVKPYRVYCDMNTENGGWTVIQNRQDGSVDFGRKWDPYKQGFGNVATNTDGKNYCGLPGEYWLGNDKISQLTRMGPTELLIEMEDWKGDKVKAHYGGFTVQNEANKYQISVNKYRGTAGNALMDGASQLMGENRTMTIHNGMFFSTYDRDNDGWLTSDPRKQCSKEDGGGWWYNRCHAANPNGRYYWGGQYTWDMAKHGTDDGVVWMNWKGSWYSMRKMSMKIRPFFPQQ
#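 Assay system: human fibrin DD(E) protein / Input: 2 µM fibrin DD(E) / Benchmarks: high control of 10 µM Aha-Tn7 peptide / Measured by: fluorescence polarization of the labelled Tn7 tracer / Medium: Tris buffer with calcium and detergent, pH 7.8 / Timing: 10 min compound pre-incubation, 3 h probe incubation at room temperature / Repeats: one replicate per compound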
# TDP2 inh – TDP2 (human) inhibition, absorbance primary screen | recombinant TDP2, T5PNP hydrolysis, p-nitrophenol absorbance 415 nm | inhibition, % at 12.8 µM | 370,000 tested, 0.34% active;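 active = inhibition above the mean of all tested compounds plus 3 SD, set per campaign, cut at about 25% in these data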;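 note: 0% = DMSO with enzyme and 100% = buffer with substrate but no TDP2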
#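 Evaluation: % inhibition relative to enzyme-containing and enzyme-free wells. Material: recombinant human TDP2. Benchmarks: enzyme-free and DMSO wells. Timing: enzyme reaction with compound for 2 h at 37 °C. Compound dosing: 12.8 µM only. Measured by: p-Nitrophenol epi absorbance. Reagent: T5PNP substrate at 5 mM, a TopII-DNA adduct mimic. Replication: single well per compound.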
# * = called active by the depositor; / = no result given. An unsorted share of the library; 4.2% or so of the library scored in one or more.
TCR-CD3 inh | UHRF1 MBD2 ctr | HTRA1 inh | PG9 Ab binder | ABHD4 inh | LEDGF integ inh | SIAE primary | PRMT1 inh | DDE Tn7 FP inh | TDP2 inh | structure
1 | 2 | / | 1.2 | 8 | -1 | 3 | 6 | -1 | 1 | COC(=O)N1C[C@H](OCc2ccccc2)[C@H]2C[C@@H]1c1ccccc1O2
1 | -1 | 2 | -2.9 | 3 | 0 | -2 | 0 | -5 | -20 | Cc1ccc(S(=O)(=O)N/N=C\c2ccc3c(c2)OCO3)cc1C
5 | -3 | -1 | -1.1 | 5 | -3 | 6 | -3 | -6 | 5 | COc1ccc(Oc2c(Cl)cnn(-c3ccccc3)c2=O)cc1
1 | 1 | 3 | -0.3 | 3 | -2 | -4 | 10 | -4 | 5 | COc1ccc(CN2CCNC(=O)C2CC(=O)N(C)C2CCOCC2)c(F)c1 (centres undefined)
-7 | 4 | -2 | -1.4 | 1 | -2 | 1 | 5 | -5 | -5 | CC1Sc2ccc(S(=O)(=O)CCC(=O)N3CCc4ccccc43)cc2NC1=O (centres undefined)
5 | 0 | 4 | -1.3 | 2 | 3 | 0 | 0 | -6 | 4 | Cn1nc(C(=O)OCC(=O)c2ccc[nH]2)c2ccccc2c1=O
-8 | 1 | -5 | 2.1 | 5 | -3 | 0 | -2 | -2 | 4 | CN(Cc1ccccc1)S(=O)(=O)c1ccc(NC(=O)C2CCCCC2C(=O)O)cc1 (centres undefined)
8 | 12 | -2 | 1.3 | 1 | -1 | 1 | -3 | -10 | 6 | COc1ccc(CC(=O)NCc2nc(-c3ccccc3)no2)cc1
-3 | 17 | -6 | -0.1 | 3 | -1 | 5 | -4 | -3 | 12 | Cc1cccc(OCC(=O)Nc2cccc3nsnc23)c1
1 | -1 | -10 | 2.0 | -7 | 6 | 2 | -1 | 1 | -5 | CCOC(=O)Cc1csc(NC(=O)CCCCCN2C(=O)c3ccccc3C2=O)n1
7 | -3 | / | -1.7 | -21 | 2 | -8 | -1 | 7 | -12 | COc1cccc(-c2ccc(CN3C(C(C)C)C(=O)N(Cc4cn(CCC5OCCO5)nn4)CCS3(=O)=O)cc2)c1OC (centres undefined)
0 | -1 | 0 | 1.6 | 4 | 0 | -1 | 1 | 3 | 10 | COc1ccc(CCNC(=O)COC(=O)COc2ccc(C#N)cc2)cc1

# Continuation.
TCR-CD3 inh | UHRF1 MBD2 ctr | HTRA1 inh | PG9 Ab binder | ABHD4 inh | LEDGF integ inh | SIAE primary | PRMT1 inh | DDE Tn7 FP inh | TDP2 inh | structure
1 | 1 | -14 | 1.1 | 9 | -3 | 1 | 2 | 6 | 8 | O=C(c1cnn2c(C(F)(F)F)cc(-c3cccs3)nc12)N1CCN(Cc2ccccc2)CC1
7 | 0 | -8 | -0.8 | 5 | 1 | 0 | -2 | 0 | 10 | CN(C)S(=O)(=O)c1ccc(N2CCCC2)c(C(=O)NCC(=O)Nc2ccc(F)c(F)c2)c1
-3 | 5 | -3 | -1.3 | 1 | -1 | -4 | 2 | 3 | 6 | CN(C)Cc1ccccc1COc1ccccc1
6 | -4 | -17 | -1.1 | -12 | 0 | 1 | 2 | -1 | 8 | C[C@H](NS(=O)(=O)OCC(Cl)(Cl)Cl)C1CC1c1ccccc1 (some centres undefined)
5 | -2 | -35 | 1.2 | -19 | -7 | -8 | 0 | -2 | 1 | O=C1[C@H]2[C@@H](c3ccc(C(F)(F)F)cc3)N[C@]3(CCCN(Cc4ccc(Br)cc4)C3=O)[C@H]2C(=O)N1Cc1ccccc1
-4 | -1 | 7 | -2.7 | -1 | 4 | -2 | -3 | 1 | -1 | O=C(COc1ncnc2ccccc12)NCc1ccco1
5 | 0 | 2 | -2.1 | -8 | -3 | -9 | -6 | 2 | -11 | CC1CN(S(=O)(=O)c2ccc(F)cc2)CN1C(=O)N1CCOCC1 (centres undefined)
-4 | 4 | 4 | -1.9 | 2 | -2 | 5 | -4 | -7 | -9 | CCc1noc(C)c1C(=O)N1CCN(S(=O)(=O)c2ccccc2C(F)(F)F)CC1
8 | -2 | 2 | -0.8 | 0 | -2 | 3 | -1 | 1 | 0 | COc1ccccc1N1CCN(C(=O)CN2C(=O)c3ccccc3C2=O)CC1
2 | -2 | 4 | -0.4 | 19 | -1 | 8 | -2 | -4 | 7 | O=C(O)c1cccc(O)c1O
3 | 1 | 3 | 0.3 | 5 | 0 | 2 | -1 | 1 | 1 | CS(=O)(=O)NCC(c1cccnc1)N1CCN(c2ccc(F)cc2)CC1 (centres undefined)
6 | -3 | -9 | -0.1 | -19 | -2 | -4 | 13 | -2 | 10 | O=C(CSc1nc(O)cc(=O)n1C1CCCC1)Nc1cccc(Cl)c1Cl

# Looked up by structure from the entries so far, three records:
TCR-CD3 inh | UHRF1 MBD2 ctr | HTRA1 inh | PG9 Ab binder | ABHD4 inh | LEDGF integ inh | SIAE primary | PRMT1 inh | DDE Tn7 FP inh | TDP2 inh | structure
7 | 0 | -8 | -0.8 | 5 | 1 | 0 | -2 | 0 | 10 | CN(C)S(=O)(=O)c1ccc(N2CCCC2)c(C(=O)NCC(=O)Nc2ccc(F)c(F)c2)c1
1 | 1 | -14 | 1.1 | 9 | -3 | 1 | 2 | 6 | 8 | O=C(c1cnn2c(C(F)(F)F)cc(-c3cccs3)nc12)N1CCN(Cc2ccccc2)CC1
-4 | -1 | 7 | -2.7 | -1 | 4 | -2 | -3 | 1 | -1 | O=C(COc1ncnc2ccccc12)NCc1ccco1

# Other results
TCR-CD3 inh | UHRF1 MBD2 ctr | HTRA1 inh | PG9 Ab binder | ABHD4 inh | LEDGF integ inh | SIAE primary | PRMT1 inh | DDE Tn7 FP inh | TDP2 inh | structure
7 | -1 | -34 | 1.1 | -3 | 4 | -1 | -3 | 0 | 6 | CCC(Cc1ccccc1)NS(=O)(=O)c1ccc2c(c1)NC(=O)C(C)S2 (centres undefined)
-6 | 3 | -36 | -1.7 | -14 | 2 | -1 | 0 | 6 | 0 | O=[N+]([O-])c1cc(S(=O)(=O)Nc2ccccc2)ccc1Nc1ccccc1
2 | -1 | -6 | 0.6 | -1 | 0 | -4 | -1 | 3 | -2 | CSc1cc(N2CCOCC2)nc(-c2ccccc2Cl)n1
10 | 1 | -6 | -1.3 | 3 | -5 | 2 | 0 | 2 | -3 | CCCNC(=S)Nc1c(C)n(C)n(-c2ccccc2)c1=O
3 | 2 | 3 | -3.3 | -1 | -1 | -9 | 0 | -3 | -11 | Nc1nc(Cl)cc(N2CCOCC2)n1
1 | -2 | 3 | 1.4 | 8 | -1 | -3 | 1 | 16* | -1 | CCOc1ccc(C(C)=O)cc1CSc1nnc(-c2ccoc2C)n1N
/ | -2 | / | / | -22 | 0 | -21 | 41* | 6 | 5 | Cc1cccc(-c2nnc(SCC(=O)Nc3ccc(-c4nc5ccc(C)cc5s4)cc3)n2Cc2ccco2)c1
-8 | 2 | -6 | 0.0 | -6 | 4 | 0 | 5 | -1 | -6 | COc1cc(CN2CCN(CC#Cc3ccccc3)CC2CCO)cc(OC)c1 (centres undefined)
2 | 13 | -1 | -0.7 | 5 | 0 | 0 | 0 | -4 | 8 | O=S(=O)(NCC(c1cccnc1)N1CCOCC1)c1ccccc1 (centres undefined)
-5 | 2 | 1 | -0.8 | 2 | 2 | 7 | -1 | 4 | -8 | Cn1c(=O)c2sccc2n2c(CCCC(=O)NCCc3ccc(S(N)(=O)=O)cc3)nnc12
0 | -1 | / | 2.7 | -8 | 1 | 1 | 0 | 2 | 4 | CCc1nc2c(OCc3ccccc3C(=O)OC)cccn2c1N(C)C(=O)CC(C)C
-5 | 0 | / | 0.5 | -2 | -1 | -12 | 3 | 0 | 0 | O=C(NCc1cc(Cl)cc(Cl)c1)c1ccc2nc([C@@H]3O[C@H](CO)[C@@H](O)[C@H]3O)[nH]c2c1

# Single records (already shown).
# Record of COc1cc(CN2CCN(CC#Cc3ccccc3)CC2CCO)cc(OC)c1 (centres undefined) : TCR-CD3 inh = -8; UHRF1 MBD2 ctr = 2; HTRA1 inh = -6; PG9 Ab binder = 0.0; ABHD4 inh = -6; LEDGF integ inh = 4; SIAE primary = 0; PRMT1 inh = 5; DDE Tn7 FP inh = -1; TDP2 inh = -6
# Record of CCc1nc2c(OCc3ccccc3C(=O)OC)cccn2c1N(C)C(=O)CC(C)C : TCR-CD3 inh = 0; UHRF1 MBD2 ctr = -1; HTRA1 inh = /; PG9 Ab binder = 2.7; ABHD4 inh = -8; LEDGF integ inh = 1; SIAE primary = 1; PRMT1 inh = 0; DDE Tn7 FP inh = 2; TDP2 inh = 4

# (cont.)
TCR-CD3 inh | UHRF1 MBD2 ctr | HTRA1 inh | PG9 Ab binder | ABHD4 inh | LEDGF integ inh | SIAE primary | PRMT1 inh | DDE Tn7 FP inh | TDP2 inh | structure
-6 | 2 | -11 | -1.4 | 3 | -2 | -12 | 2 | -2 | 1 | Cc1ccc(-c2nn(-c3ccccc3)cc2/C=C/C(=O)Nc2nccs2)cc1
-5 | 0 | -17 | 0.4 | -1 | -1 | 1 | 3 | 5 | 19 | Cc1ccccc1NC(=O)CCOc1ccccc1
-5 | 3 | -12 | 3.7 | -9 | -3 | -7 | 3 | 1 | -3 | O=C(CSc1nnc(-c2ccccc2)n1-c1ccccc1)c1cccs1
-1 | 5 | -3 | -0.1 | 3 | -6 | 4 | 7 | -5 | -14 | COC(=O)c1cccc(NC(=O)C2CCCN2C(=O)c2cccs2)c1 (centres undefined)
4 | 0 | 2 | -1.1 | -3 | -1 | 2 | -6 | 1 | -4 | COC(=O)C(NC(C)=O)(Nc1ccccn1)C(F)(F)F (centres undefined)
1 | -3 | 4 | -2.2 | -5 | 1 | -2 | -1 | 2 | 6 | COc1cc(C)nc(Oc2ccc(=O)[nH]n2)n1

# Exported with two lines to a compound: part of the list above
# The line under a structure holds: TCR-CD3 inh, UHRF1 MBD2 ctr, HTRA1 inh, PG9 Ab binder, ABHD4 inh, LEDGF integ inh, SIAE primary, PRMT1 inh, DDE Tn7 FP inh, TDP2 inh
- COc1ccc(CC(=O)NCc2nc(-c3ccccc3)no2)cc1
 : 8, 12, -2, 1.3, 1, -1, 1, -3, -10, 6
- Cc1cccc(OCC(=O)Nc2cccc3nsnc23)c1
 : -3, 17, -6, -0.1, 3, -1, 5, -4, -3, 12
- CCOC(=O)Cc1csc(NC(=O)CCCCCN2C(=O)c3ccccc3C2=O)n1
 : 1, -1, -10, 2.0, -7, 6, 2, -1, 1, -5
- COc1cccc(-c2ccc(CN3C(C(C)C)C(=O)N(Cc4cn(CCC5OCCO5)nn4)CCS3(=O)=O)cc2)c1OC (centres undefined)
 : 7, -3, /, -1.7, -21, 2, -8, -1, 7, -12
- COc1ccc(CCNC(=O)COC(=O)COc2ccc(C#N)cc2)cc1
 : 0, -1, 0, 1.6, 4, 0, -1, 1, 3, 10

# High-throughput results: PubChem BioAssay, The Scripps Research Institute Molecular Screening Center
